Source: PubChem BioAssay
NPYLR7 ag: agonists of mosquito NPYLR7 receptor, primary screen, cell-based, Aedes aegypti, calcium fluorescence, mosquito biting behavior; actives 0.15% (n = 270,000); HEK293T NPYLR7/Galpha15, GCaMP6s calcium fluorescence; activation, % at 10 µM; Aedes aegypti neuropeptide Y-like receptor 7 (NPYLR7); AID 1259423, 2018; in the data active = activation above about 40%;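 also: 0% = vehicle and 100% = reference agonist at the receptor; some compounds past the cut are filed as inactive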
hcGAS lum: Primary biochemical luminescence assay for human cyclic GMP-AMP synthase inhibitors. Q8N884. recombinant h-cGAS, ATP depletion, Kinase-Glo luminescence. inhibition, % at 12.5 µM. actives 0.081% (n = 290,000). AID 1259398, 2018;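 also: 0% = vehicle reaction and 100% = reaction without DNA for no activity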
Target sequence (Q8N884 whole entry, looked up): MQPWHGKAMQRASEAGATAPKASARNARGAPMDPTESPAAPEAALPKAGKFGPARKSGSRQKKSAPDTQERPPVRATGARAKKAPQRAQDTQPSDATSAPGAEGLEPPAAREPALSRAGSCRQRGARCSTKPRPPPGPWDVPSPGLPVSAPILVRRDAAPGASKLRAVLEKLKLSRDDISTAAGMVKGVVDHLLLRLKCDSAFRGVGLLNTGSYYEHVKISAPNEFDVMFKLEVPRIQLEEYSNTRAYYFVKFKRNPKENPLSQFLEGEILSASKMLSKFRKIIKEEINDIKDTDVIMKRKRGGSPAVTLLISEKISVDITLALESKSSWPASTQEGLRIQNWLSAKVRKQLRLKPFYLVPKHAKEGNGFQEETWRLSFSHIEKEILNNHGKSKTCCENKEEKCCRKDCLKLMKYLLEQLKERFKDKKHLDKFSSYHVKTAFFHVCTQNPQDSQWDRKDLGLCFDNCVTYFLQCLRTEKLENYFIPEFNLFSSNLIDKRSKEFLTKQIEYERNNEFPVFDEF
mcGAS lum: cyclic GMP-AMP synthase inhibitors, mouse, primary biochemical chemiluminescence | Q8C6L5 | recombinant cGAS, Kinase-Glo ATP depletion luminescence | inhibition, % at 12.5 µM | actives 0.15% (n = 160,000);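 also: 0% = negative control wells and 100% = reference inhibitor with no enzyme activity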
Numbers without * were called inactive; / = not tested or not shown; & = joins results of further samples. Rule as the data show it, unless noted: active = inhibition above about 40%; inactive = the rest.

nr	canonical_smiles	NPYLR7 ag	hcGAS lum	mcGAS lum
1	C=Cc1ccc(Cn2cc(C(=O)NCc3ccc(OC)c(OC)c3)sc2=O)cc1	13	-1	/
2	CC1=C(C(=O)C(C)C)C(c2cccs2)c2c(nc(SCC(C)C)[nH]c2=O)N1 (stereo not given)	3	0	/
3	CCc1ccc(C(COC)NC(=O)N2CCC(n3cncn3)CC2)o1 (stereo not given)	0	-10	/
4	Cc1ccc(F)c(S(=O)(=O)NC(=O)C2(C)CCN2C(=O)CCC2CCCC2)c1 (stereo not given)	14	-3	/
5	CN(Cc1nc(-c2cnccn2)no1)CC1(c2ccccc2)CC1(C)C (stereo not given)	-4	6	-1
6	CC1CN(S(=O)(=O)c2ccc(F)c(F)c2)CC(C)O1 (stereo not given)	-4	-13	/
7	CCCOc1ccc(C(F)(F)F)cc1NC(=O)COc1ccccc1OC	-3	-6	-17
8	CC1(C)N=C(c2ccc(Cl)c(Cl)c2)C(=S)N1	4	-1	/
9	COc1ccccc1C(=O)Nc1cccc(NC(=O)C2CCCN(C)C2)c1 (stereo not given)	1	-8	-11
10	Cc1cnc(-n2nnc(C(=O)N3CCN(c4ncccn4)CC3)c2C)s1	-1	-10	/
11	CCCn1c(=O)c2c(nc3n2CCCN3c2ccc(OC)cc2)n(C)c1=O	2	-3	-1
12	CC(Nc1ccc(Oc2ccccc2C#N)cc1)C(=O)N1CCOCC1 (stereo not given)	6	-9	/
13	COc1cc(C(=O)NC2CCCN(C3CCN(C)CC3)C2)ccc1C (stereo not given)	-2	-6	-8
14	CCOc1cc(/C=C2/C(=N)N3N=C(CC)SC3=NC2=O)ccc1OC(=O)c1ccco1	0	1	/
15	Cc1nonc1NC(=O)c1ccc(F)c(COCC2CC2)c1	0	-13	/
16	CC(C)OCCCNC(=O)c1c(O)nc2sccn2c1=O	-1	-1	-4
17	COCCN1C(=O)CSC12CCN(C(=O)C(C)(C)CCl)CC2	/	-6	-6
18	CC(C)(C)N(Cc1ccco1)Cc1nc(-c2ccco2)no1	-4	-4	-13
19	CCCCN(NC(C)=O)c1nc(Cl)nc(NC(C)C)n1	5	-11	/
20	CCS(=O)(=O)NCCc1csc(-c2ccc(Cl)cc2)n1	-4	-5	-7
21	Cc1nc(NC(=O)CN2CCc3ccccc32)sc1SCC(N)=O	-6	-10	-16
22	CC(C)CCc1nc(N2CCN(C(=O)c3ccc(F)cc3)CC2)c2cnn(-c3cccc(Cl)c3)c2n1	18	-6	-2
23	Cc1cc(C)c(NC(=O)c2ccc(S(C)(=O)=O)cc2)c(Cl)c1	0	-3	/
24	Cc1cc(-c2nnc(NC(=O)c3cc(C)on3)o2)n(C)n1	11	-3	-6
25	COCCCN(CC(=O)N(CCc1ccc(OC)c(OC)c1)Cc1sccc1C)C(=O)c1ccc(Cl)cc1	-5	-16	-6
26	Cc1c(CN2CCN(C(C)C)C(CCO)C2)c(=O)n(-c2ccccc2)n1C (stereo not given)	-1	-4	/
27	COc1ccc(CCCC(=O)N2CCc3[nH]ncc3C2)cc1F	-23	3	/
28	COCC(=O)N1CCN(C(C(=O)Nc2cccc(Cl)c2)C2CCCC2)CC1 (stereo not given)	-4	-6	-5
29	COc1ccc(CN(CCc2c[nH]c3ccccc23)C(=O)CN(C(=O)c2ccccc2Br)C2CC2)cc1OC	-7	2	2
30	CCOC(=O)c1ccc2c(c1)nc(SCc1cccc(SC(F)(F)F)c1)n2Cc1ccccn1	2	-6	-7

Next part; the last 3 above are carried over.
nr	canonical_smiles	NPYLR7 ag	hcGAS lum	mcGAS lum
28	COCC(=O)N1CCN(C(C(=O)Nc2cccc(Cl)c2)C2CCCC2)CC1 (stereo not given)	-4	-6	-5
29	COc1ccc(CN(CCc2c[nH]c3ccccc23)C(=O)CN(C(=O)c2ccccc2Br)C2CC2)cc1OC	-7	2	2
30	CCOC(=O)c1ccc2c(c1)nc(SCc1cccc(SC(F)(F)F)c1)n2Cc1ccccn1	2	-6	-7
31	O=C1CSC(c2cccnc2)N1c1cccc(F)c1 (stereo not given)	-5	1	1
32	CC(CN1CCc2ccccc2C1)NC(=O)c1cn(Cc2ccccc2F)nn1 (stereo not given)	0	-7	/
33	CCC(Sc1nc(N)c(NC(=O)c2ccccc2)c(=O)[nH]1)C(=O)OC (stereo not given)	-4	-6	-10
34	Cc1ccccc1C1CCCN(C(=O)c2cc(COc3cccc4cnccc34)on2)C1 (stereo not given)	11	-6	/
35	Cc1ccc2c(c1)c(=O)c(C(=O)N1CCC3(CCCNC3)C1)cn2C (stereo not given)	/	-4	-17
36	Cc1ccn2c(=O)cc(Cn3ncc(Cl)c(Cl)c3=O)nc2c1	13	-3	/
37	COC(=O)c1ccc(C)c(NC(=O)C2CCN(C(=O)C3CC3)CC2)c1	7	8	7
38	CC(=O)Nc1cc2ccccc2cc1C(=O)NCC(C)(C)N1CCOCC1	6	-2	-4
39	Cc1sc2ncnc(SCC(=O)NNC(=O)C3CC3)c2c1C	7	-2	/
40	COCCN(Cc1ccc(OC)cc1)c1c(C)nc2ccc(C(=O)NCc3ccc4c(c3)OCO4)cn12	-6	1	2
41	Nc1nc(-c2ccco2)nc(-c2ccco2)n1	4	0	-6
42	CCOC(=O)c1ccc2c(c1)nc(SCc1ccc(Cl)cc1)n2CCCOC(C)C	12	-2	-7
43	CN(Cc1cccnc1)C(=O)CCc1nnc(CCCCc2ccccc2)o1	0	-4	-6
44	CC(=O)c1ccc(C2CCCCC2)cc1	4	-15	/
45	O=C(NCCc1cccc(F)c1)c1ccc(CSc2ccc3ccccc3n2)cc1	-4	-4	-6

Single records, from the list above. Order of values: NPYLR7 ag | hcGAS lum | mcGAS lum
CN(Cc1cccnc1)C(=O)CCc1nnc(CCCCc2ccccc2)o1 as listed: 0 | -4 | -6
CC(=O)Nc1cc2ccccc2cc1C(=O)NCC(C)(C)N1CCOCC1 as listed: 6 | -2 | -4

Next part
nr	canonical_smiles	NPYLR7 ag	hcGAS lum	mcGAS lum
46	O=c1c2cnc3nc4ccccc4n3c2ccn1-c1cccc2ccccc12	-13	-5	/
47	O=C(Nc1ccccc1F)C1CSCN1C(=O)c1ccsc1 (stereo not given)	8	-10	/
48	CC(O)CN1CCC(=O)N(C/C=C/c2ccccc2)Cc2ccccc21 (stereo not given)	20	3	-3
49	CCCc1nc(N2CCN(C(=O)c3cccc(OC)c3)CC2)c2c(-c3cccc(C(F)(F)F)c3)noc2n1	-5	5	0
50	CC[C@]1(O)CC2CN(CCc3c([nH]c4ccccc34)[C@@](C(=O)OC)(c3cc4c(cc3OC)N(C=O)[C@H]3[C@@](O)(C(=O)OC)[C@H](OC(C)=O)[C@]5(CC)C=CCN6CC[C@]43[C@@H]65)C2)C1 (stereo not given in full)	-3&-2	1&-2	/
51	CCN(Cc1cnn(C)c1)C(=O)CC(=O)Nc1cccc(Cl)c1C	12	0	/
52	Cc1[nH]n(-c2ccccc2)c(=O)c1C(=O)c1ccc(S(=O)(=O)N2CCCCC2)cc1	13	-8	/
53	CCn1cc(Cn2cnc(-c3ccccc3)c2/C(C)=C/c2ccco2)cn1	7	0	-6
54	COc1ccc(C(C)C)cc1-c1c(-c2ccccc2)ncn1CCC(N)=O	-3	1	/
55	COCCNCc1nccn1Cc1cccc(F)c1	6	-3	-4
56	CCn1nnc2c(NCC(C)O)ncnc21 (stereo not given)	16	-6	/
57	Cn1ncc(Oc2ccc3c(c2)OCO3)c(Nc2cccc(C(=O)NCC3CCCO3)c2)c1=O (stereo not given)	8	-7	-4
58	Cc1ccc(S(=O)(=O)NC(C(=O)N2CCc3ccccc3C2)C(C)C)cc1 (stereo not given)	-6	-4	/
59	O=C(CSc1nc2c(cnn2-c2cccc(Cl)c2)c(=O)[nH]1)N1CCCC1	/	-5	-6
60	CCOC(=O)c1cc([N+](=O)[O-])sc1NC(=O)c1ccc(Br)cc1	1	-3	/
61	CCOC(=O)CSc1ccc(S(C)(=O)=O)cc1[N+](=O)[O-]	-3	-1	/
62	CCCCn1c(O)c(C=Nc2ccccc2)c(C)c(C#N)c1=O	8	-2	/
63	CCn1cc(NC(=O)Nc2cc(C)ccn2)c2ccccc21	12	-7	/
64	N#Cc1sc2nc(N)c(C#N)c(-c3ccccc3)c2c1N	7	-6	-5
65	CC1(C)CC(=O)C=C(C(=O)N2CCC3(CCc4ccccc43)C2)O1 (stereo not given)	1	-2	/
66	CC(C)n1c(O)c(N=NC(=O)c2ccc(Cn3nnc(-c4ccccc4)n3)cc2)c2ccccc21	6	-6	/
67	O=C(NCc1cccc(COc2ccccc2)c1)c1cnccn1	-1	-1	/
68	CCN1CCCC1CNC(=O)c1sccc1-n1cccc1 (stereo not given)	0	-15	/
69	Cc1nn(CN2CCCCC2Cc2ccccc2)c(=S)s1 (stereo not given)	0	-3	-7
70	COCCN(Cc1nc2ccccc2o1)C(=O)c1cccc(Cl)c1	3	-7	-7
71	CNCc1ccc(SC(F)F)cc1	21	-12	/
72	Nc1ccc(C(O)c2ccccc2)c(Cl)c1 (stereo not given)	-3	0	-5
73	Clc1cc2c(cc1-c1nccn1CCCn1ccnc1)OCO2	5	-4	-10
74	C=CCn1c(=O)c2c(nc3n(-c4ccc(Br)cc4)c(C)cn23)n(C)c1=O	13	-9	/
75	CSC1=N/C(=C\c2cc3c(cc2Br)OCO3)C(=O)S1	12	8	3
76	O=C(O)c1nc2ccccc2s1	1	-8	-4
77	Cc1cc(-c2nc3c(C)cccc3o2)ccc1N	-5	-3	-7
78	CCOC(=O)c1cc(C(C)c2ccccc2)sc1NC(=O)CCC(=O)OC (stereo not given)	12	-10	-5
79	CCCN(Cc1cc2ccc(C)cc2[nH]c1=O)C(=O)c1cncc(Br)c1	6	-3	-5
80	COC(=O)Cn1ncn2c(cc3sccc32)c1=O	-5	4	0
81	COc1cc(OC)c(CN2CCN(C3CCCCC3)C(CCO)C2)c(OC)c1 (stereo not given)	3	-6	/
82	O=C(CN1CCN(c2ncccn2)CC1)NCCSC1CCCCC1	/	-15	-8
83	CN1CCC(N(C)C(=O)NC2CC(=O)N(c3ccccc3)C2)CC1 (stereo not given)	2	-7	-7
84	COc1ccccc1N1C(=O)/C(=C/c2ccc(-c3ccc(Cl)c(Cl)c3)o2)C=C1c1ccccc1	1	-7	-8
85	Cc1noc(-c2ccc(N3CCc4nnc(C5CCCO5)n4CC3)nc2)n1 (stereo not given)	1	-8	/
86	CSc1ccc(CN(C)C(=O)c2ccc3c(c2)CCCC3)cc1	8	-8	/
87	O=c1c2cc3c(=O)n(-c4ncn[nH]4)ccc3nc2ccn1CC1CCCO1 (stereo not given)	1	-5	/
88	Cn1cnc(S(=O)(=O)N2CCCC(N)CC2)c1 (stereo not given)	/	0	-8
89	Cc1[nH]n(-c2ccccc2)c(=O)c1N=Nc1ccc(Cl)cc1	-5	-4	-4
90	COc1cc(-c2nc(C=Nc3ccc(F)cc3)c(O)o2)cc(OC)c1OC	0	-7	-4
91	CN(C(=O)c1ccsc1)C1CCCN(CCCc2ccccc2)C1 (stereo not given)	/	-7	-11
92	CCCn1c(O)c(C=Nc2nccs2)c(=O)[nH]c1=S	7	-4	9
93	COc1ccc(S(=O)(=O)NC(=O)C2(C)CCN2C(=O)c2ccc(C(F)(F)F)nc2C)cc1 (stereo not given)	0	-1	/
94	CCN(CCOc1ccccc1C)C(=O)c1cn(CC)nc1C	-4	2	-1
95	CCONC(=O)c1sc2nc(CC)nc(C)c2c1C	6	-5	/
96	CCC(CC)NC(=O)CN1CCC(NC(=O)c2ccccc2)CC1	1	-6	-7
97	COC(=O)c1nn(-c2ccccc2)nc1N	9	-10	/
98	Cc1ccc2oc(-c3cccc(NC(=O)c4ccccc4F)c3C)nc2c1	7	4	6
99	CC(NC(=O)c1ccc(CSc2nc(Cl)cc(N(C)Cc3ccccc3)n2)cc1)c1ccccc1 (stereo not given)	11	-7	-6
100	COc1ccc(N=C2SC(C(=O)Nc3ccccc3F)CC(=O)N2C)cc1 (stereo not given)	3	0	2
101	Cc1cc(C)cc(N2CCCn3c2nc2c3c(=O)n(CCN3CCOCC3)c(=O)n2C)c1	9	-8	/
102	OCC1(CCCc2ccccc2)CCCN(c2nnnn2-c2ccccc2)C1 (stereo not given)	5	0	-1
103	CC(C)N(CC(=O)N(CCc1c[nH]c2ccccc12)Cc1ccc(F)cc1)C(=O)NCc1ccccc1	/	-11	-6
104	CCOC(=O)c1cc(-c2cccc(NC(=O)Cc3cccc(OC)c3)c2)n(-c2cccc(C)c2)n1	18	-3	-6

Rewritten in transposed form: part of the list above
91) CN(C(=O)c1ccsc1)C1CCCN(CCCc2ccccc2)C1 (stereo not given)
92) CCCn1c(O)c(C=Nc2nccs2)c(=O)[nH]c1=S
93) COc1ccc(S(=O)(=O)NC(=O)C2(C)CCN2C(=O)c2ccc(C(F)(F)F)nc2C)cc1 (stereo not given)

entry no.,91,92,93
NPYLR7 ag,/,7,0
hcGAS lum,-7,-4,-1
mcGAS lum,-11,9,/
